# G6PDH counter = counter-screen for G6PDH assay hits: L. mesenteroides G6PDH inhibition | AID 1020 | actives 0.12% (n = 200,000) | inhibition, % at 5 µM | Purified L. mesenteroides G6PDH, diaphorase/resazurin coupled fluorescence, 45 min
# PMI act = increases human mannose-6-phosphate isomerase activity. actives 0.005% (n = 190,000). P34949. activation factor at 20 µM. purified human PMI, coupled resazurin fluorescence, 20 min; hits give high values; 1 = vehicle control, 0 substrate-free wells;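 active = activation factor of 2 or more at 20 µM, relative to plate controls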
# Target sequence (P34949 whole entry, looked up): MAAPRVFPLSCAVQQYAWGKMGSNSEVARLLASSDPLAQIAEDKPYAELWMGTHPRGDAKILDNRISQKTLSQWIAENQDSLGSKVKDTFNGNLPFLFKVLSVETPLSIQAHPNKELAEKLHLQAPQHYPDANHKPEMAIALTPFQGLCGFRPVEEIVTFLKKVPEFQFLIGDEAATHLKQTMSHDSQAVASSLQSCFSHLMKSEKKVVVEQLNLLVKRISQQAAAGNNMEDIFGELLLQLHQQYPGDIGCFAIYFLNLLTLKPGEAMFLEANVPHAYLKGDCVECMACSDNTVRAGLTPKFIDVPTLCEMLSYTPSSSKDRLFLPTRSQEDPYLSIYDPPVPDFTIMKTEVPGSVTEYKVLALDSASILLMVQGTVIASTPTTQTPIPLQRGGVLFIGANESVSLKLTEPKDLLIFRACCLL
# Lmaj promast = reduces viability of Leishmania major promastigotes; resazurin fluorescence viability; inhibition, % at 10 µM; actives 9% (n = 200,000); AID 1063;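 also: promastigotes grown with compound for 44 hours at 28 °C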
# RAM inhibit = yeast RAM network inhibition; inhibition, % at 50 µM; actives 1.8% (n = 190,000); S. cerevisiae dse1pr::URA3 reporter, 5-FOA growth OD615, 2 d; analog-sensitive cbk1-as2 kinase mutant strain; AID 868;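 active = inhibition above a set limit, 3 SD over mean compound inhibition, cut at about 8.4% in these data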;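 also: 0% = DMSO-only wells with no growth and 100% = 10 µM 1-NA-PP1 full growth; inhibition rescues growth on 5-FOA so higher OD means more RAM inhibition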
# Hsp70 act = switches on Hsp70 transcription. HeLa Hsp70 promoter luciferase reporter, luminescence; scaled: vehicle 0, proteasome-inhibitor control 100%. activation, % at 10 µM. actives 0.04% (n = 200,000). AID 1203;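 active = activation above the mean across all tested compounds plus 3 SD, cutoff set per campaign, cut at about 5.5% in these data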;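 also: 100% = MG132 at 30 µM as the positive control and 0% = DMSO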
# DTT redox prof = compounds producing H2O2 with reducing agent – biochemical, NIH compound library profiling, artefact control for MLSCN library redox annotation, primary screen; DTT-dependent redox cycling H2O2, phenol red/HRP absorbance; 100% = 100 µM peroxide control, 0% = buffer; activation, % at 10 µM; actives 0.03% (n = 200,000); AID 878;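 active = activation of at least 50% relative to the plate's high and low controls in the primary single-dose screen; inactive = activation below 50%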;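 also: compound incubated with DTT at 0.8 mM final as the reducing agent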
# PMI act hi M6P = PMI (human) activation, high substrate. coupled PMI enzyme assay, resazurin fluorescence, 20 min; hits give high values; 1 = untreated enzyme, 0 = substrate-free blank. AID 1216. activation factor at 20 µM. actives 0.34% (n = 190,000);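 active = activation factor of 2 or more at 20 µM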
#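 Technique: Diaphorase-driven resazurin-to-resorufin fluorescence, excitation 544, emission 590 nm | Assay system: Human PMI in coupled enzyme assay | Times: Enzyme reaction with compound 20 min at room temperature | Medium: HEPES-buffered pH 7.4 with magnesium and detergent | Reagent: Mannose-6-phosphate 1.0 mM (near-saturating) plus 0.22 mM NADP+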
# TLR4 MyD88 comp = inhibitors of human TLR4-MyD88 binding | HeLa CL3-4 TLR4/MyD88 BLA complementation, FRET ratio | inhibition, % at 8.4 µM | actives 0.18% (n = 200,000) | AID 861; in the data active = inhibition above about 25%;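 also: 0% = vehicle and 100% = reference inhibitor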
# Diaph act CS = counter-screen for diaphorase-based assays: diaphorase activators and chemical reducers | actives 0.005% (n = 190,000) | activation factor at 20 µM | Diaphorase/resazurin coupled assay, resorufin fluorescence, 16 min; hits give high values; 1 = vehicle wells, 0 = NADH-free wells;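 active = diaphorase activity raised at least twofold by the compound at 20 µM; inactive = activation factor below 2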
#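 System – purified diaphorase enzyme from Clostridium kluyveri · Input – enzyme 0.07 U/mL final · Also added – final NADH 0.114 mM, resazurin 0.1 mM · Measured by – fluorescence of resorufin, 544 nm excitation, 590 nm emission · Timing – 16 min enzyme reaction, ambient temperature · Measure – resorufin increase flagging diaphorase activators or reducers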
# Diaph inh CS = inhibits diaphorase or chemically oxidizes, flagging diaphorase assay artifacts; inhibition, % at 20 µM; actives 0.69% (n = 190,000); diaphorase resazurin-to-resorufin fluorescence, NADH, 16 min; bacterial (C. kluyveri) enzyme, not human; AID 1217;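 active = primary screen inhibition at 20 µM above a set limit, cut at about 50% in these data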;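 also: plate controls were DMSO with full reaction for no effect and wells lacking NADH for full effect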
#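 Assay system – diaphorase enzyme from Clostridium kluyveri · Amount – diaphorase 0.14 U/mL (working solution) · Times – reaction incubation of 16 min at room temperature · Controls – No-NADH positive control and DMSO neutral control · Signal – resorufin fluorescence 544/590 nm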
# S1P3 antagonist = S1P3 (human) receptor antagonism. actives 0.27% (n = 170,000). CHO S1P3 NFAT-BLA reporter, FRET fluorescence, antagonist mode. Q99500. inhibition, % at 4.98 µM. AID 485;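 active = inhibition above the plate cutoff, the mean inhibition of test wells on that plate plus 3 SD, cut at about 28% in these data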;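 also: cells challenged with S1P at its EC80 of 0.8 µM; blue over green emission ratio from cleaved BLA substrate after 4 h stimulation; 0% = S1P-stimulated wells and 100% = unstimulated DMSO-only wells; some compounds past the cut are filed as inactive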
# Target sequence (Q99500 whole entry, looked up): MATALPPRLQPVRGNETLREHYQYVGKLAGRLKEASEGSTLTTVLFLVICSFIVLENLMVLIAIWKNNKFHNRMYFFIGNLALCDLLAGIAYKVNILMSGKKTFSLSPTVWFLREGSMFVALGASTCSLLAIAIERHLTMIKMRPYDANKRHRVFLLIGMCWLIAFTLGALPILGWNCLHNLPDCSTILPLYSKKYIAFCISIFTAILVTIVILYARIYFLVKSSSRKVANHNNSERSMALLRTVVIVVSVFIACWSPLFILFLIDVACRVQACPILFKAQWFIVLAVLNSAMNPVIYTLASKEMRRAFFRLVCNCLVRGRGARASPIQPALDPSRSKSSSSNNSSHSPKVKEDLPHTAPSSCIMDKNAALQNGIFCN
# * hit, by the source's call; . = not tested or not shown. Rule as the data show it, unless noted: active = inhibition above about 50%; inactive = the rest.
cpd	Structure	PMI act	DTT redox prof	G6PDH counter	S1P3 antagonist	Hsp70 act	PMI act hi M6P	Lmaj promast	Diaph act CS	Diaph inh CS	RAM inhibit	TLR4 MyD88 comp
1	CCCCCC(=O)Nc1ccc(S(=O)(=O)Nc2nccc(C)n2)cc1	1.1	-0.9	8	-7	0.0	1	-2	0.9	11	0.5	-24
2	Oc1ccc(/C=N/Nc2ncnc3c2ncn3Cc2ccccc2)cc1O	0.6	0.5	17	1	-0.4	0.9	7	0.6	43	3.5	-1
3	O=C(Cn1cc([N+](=O)[O-])cn1)N1CCc2ccccc21	0.9	-2.3	-1	.	0.0	0.9	3	0.9	13	1.4	3
4	CCC(=O)N(Cc1cc2ccc(C)cc2n2nnnc12)C1CCCCC1	0.9	1.4	4	.	0.1	0.9	1	0.7	27	1.5	5
5	COc1ccc(-c2ccc(SCC(=O)c3ccc(F)cc3)nn2)cc1OC	1.2	-3.3	2	4	-0.1	1.1	63*	1	-2	2.9	2
6	COc1ccc(S(=O)(=O)NC2CCCCC2)cc1C	0.9	2.0	-2	3	-0.1	0.9	-6	0.9	6	-1.2	5
7	O=C(CC(C(=O)O)C1CCCO1)Nc1cccc(C(F)(F)F)c1 (stereo not drawn)	0.8	0.1	15	-25	-0.2	0.9	-4	0.8	17	-0.1	3
8	COCCOC(=O)c1c(NC(=O)CN2CCOCC2)sc(C(N)=O)c1C	0.9	0.4	10	12	-0.3	1	3	0.9	8	1.2	7
9	Cc1cccc(C(=O)NCc2nnc(SCc3ccc(F)cc3)n2C)c1	1	-0.5	5	-6	0.7	1	-3	0.9	9	0.3	-5
10	Cc1ccc(C(=O)NCc2ccc3c(c2)OCO3)cc1S(=O)(=O)N1CCCCC1	0.8	1.9	20	-16	-0.1	0.9	12	0.8	19	4.5	-1
11	CCc1ccc(C2=NN(c3ccc(S(N)(=O)=O)cc3)C(c3ccc(F)cc3)C2)cc1 (stereo not drawn)	0.8	1.9	-21	.	-0.1	0.7	78*	0.7	30	3.0	-60
12	Cc1cccc(C)c1NC(=S)N=Nc1c(O)n(C)c2ccc(S(=O)(=O)N3CCOCC3)cc12	0.8	0.2	4	9	-0.2	0.7	-1	0.7	31	7.7	1
13	O=C(NNc1cc(Cl)ccc1Cl)c1cccnc1Cl	1.9	0.7	0	7	0.0	2*	-4	1	2	0.0	-4
14	Fc1ccc(CSc2nnc(-c3cnccn3)n2Cc2ccco2)cc1	1	0.0	2	-5	-0.1	1	5	1	4	0.2	6
15	COc1cc(S(=O)(=O)NCc2ccncc2)c(OC)cc1Cl	0.9	-0.3	9	-26	0.1	0.9	-2	1	-1	0.4	-13

# Continuation:
cpd	Structure	PMI act	DTT redox prof	G6PDH counter	S1P3 antagonist	Hsp70 act	PMI act hi M6P	Lmaj promast	Diaph act CS	Diaph inh CS	RAM inhibit	TLR4 MyD88 comp
16	CCCCNC(=O)Cc1ccc(Br)cc1	0.9	-0.5	22	-12	-0.1	0.9	-1	1	-3	0.8	-25
17	COc1cc(/C=N/NC(=O)C2COc3ccccc3O2)cc(OC)c1OC (stereo not drawn)	1	0.9	1	-5	-0.1	0.9	-2	0.8	20	7.6	-7
18	O=C(c1cn(-c2ccccc2)nc1-c1ccc(F)cc1)N1CCCCC1	0.9	.	3	-3	0.1	0.9	81*	0.8	24	1.6	2
19	COc1ccc(N2CCN(C3CC(=O)N(c4ccc5c(c4)OCCO5)C3=O)CC2)cc1 (stereo not drawn)	0.8	-0.4	0	-28	0.8	0.9	-4	0.9	9	0.0	-14
20	Cc1[nH][nH]c(=O)c1C(c1ccc(O)c([N+](=O)[O-])c1)c1c(C)[nH][nH]c1=O	0.9	0.0	-3	-8	-0.2	0.8	1	0.8	20	1.8	9
21	O=C(/C=C/c1cccs1)N1CCCCC1	0.9	-2.1	12	3	0.0	0.9	5	0.8	16	0.1	-4
22	S=C1NCCOCCNC(=S)NCCOCCOCCOCCN1	1.1	0.0	0	-18	-0.5	1	5	0.9	11	0.3	0
23	COc1ccc(NC(=O)c2ccc(C(=O)c3cc(OC)ccc3OC)cc2)cc1	1	-3.7	-7	.	-0.4	1	-8	0.9	7	1.8	-11
24	C#CCOCCOCCOCCNc1nc(N2CCN(C(=O)C([C@@H](C)CC)n3cc(C(N)CO)nn3)CC2)nc(N2CCN(C(=O)[C@H](CCC(=O)O)n3cc(C(N)CC(C)C)nn3)CC2)n1 (stereo partly drawn)	1.1	-0.8	14	-11	-0.1	1.1	-4	0.8	24	-1.4	6
25	Cc1cc(C)nc(SCNC(=O)c2ccc(Cl)cc2)n1	1	0.4	-2	.	-0.4	1.1	-9	1	2	1.2	0
26	CCCCCNC(=O)c1ccc2c(=O)n(CC3CCCO3)c(=O)[nH]c2c1 (stereo not drawn)	1	0.1	1	-25	-0.2	1	-1	0.9	9	5.9	2
27	O=C(COC(=O)CSCC(=O)N1CCCCC1)NCc1ccc(F)cc1	1	2.1	2	-30	0.0	1	-5	0.8	16	1.8	4
28	Cc1ccc(S(=O)(=O)N(CC(=O)N2CCN(c3ccc(F)cc3)CC2)C2CCCCC2)cc1	1	-3.5	2	.	-0.1	1	59*	0.9	5	2.8	-4
29	Cn1ccnc1-c1nc2ccccc2[nH]c1=O	1.1	-0.4	8	.	-0.3	1	-1	0.8	16	1.5	4
30	Cc1noc(NS(=O)(=O)c2ccc(NC(=O)CSc3nc4ccccc4[nH]3)cc2)c1C	1	1.5	0	6	-0.3	1	-7	0.9	10	0.4	-11

# Remaining list, next part:
cpd	Structure	PMI act	DTT redox prof	G6PDH counter	S1P3 antagonist	Hsp70 act	PMI act hi M6P	Lmaj promast	Diaph act CS	Diaph inh CS	RAM inhibit	TLR4 MyD88 comp
31	Cc1ccc(CN(Cc2cc3cccc(C)c3[nH]c2=O)C(=O)N(C)C)cc1	0.9	.	2	-5	.	0.9	.	0.9	10	.	.
32	C=CCNC(=O)c1onc(CSc2ccccc2CC)c1C(=O)O	1	0.5	-4	.	0.1	1.1	-5	1.1	-5	0.8	7
33	Cc1noc(C)c1S(=O)(=O)N1CCN(C(c2ccccc2)c2ccc(Cl)cc2)CC1 (stereo not drawn)	0.9	0.0	-1	29	-0.2	0.9	71*	0.8	25	2.1	-13
34	CCOC(=O)C(=CNc1cc(C)ccn1)C(=O)OCC	0.9	0.2	-7	11	-0.5	1	-5	0.8	17	-0.1	2
35	O=C(NC1CCCC1)c1csc2c1CCCC2	1	1.4	10	-6	-0.3	1.1	5	1.1	-9	4.8	-19
36	N#CCc1nn(-c2ccccc2)c(N)c1C#N	1	-0.6	-13	.	-0.1	0.9	-4	0.9	6	1.3	-4
37	COc1ccccc1-c1nnc(SCC(=O)Nc2ccccc2)o1	0.9	-0.7	29	-30	-0.5	0.9	2	1	2	4.8	-7
38	Cc1ccc2nc(COc3ccc(N(C)S(=O)(=O)c4ccccc4)cc3)cc(=O)n2c1	0.8	-3.3	6	-4	-0.1	0.5	0	0.7	28	2.2	-4
39	CC(C)n1c(-c2ccccc2)nc(=S)c2c1CCCC2	1	0.4	-10	2	-0.6	1	-4	0.9	14	1.2	-1
40	CCOc1nc(C)nc(NC(=O)NS(=O)(=O)c2ccccc2Cl)n1	1	0.2	6	.	-0.3	1	8	1	3	0.9	11
41	CCN(CC)CCn1c(O)c(N=O)c2ccccc21	1.1	-2.3	6	.	-0.1	1	1	1.1	-5	0.1	8
42	O=C(NCC(c1cccnc1)N1CCN(c2ccc(F)cc2)CC1)OCc1ccccc1 (stereo not drawn)	1	0.1	24	.	-0.3	1.1	99*	0.9	8	-0.9	-8
43	CCOC(=O)c1c(C)[nH]c(C)c1C(=O)CSc1nc2ccccc2c(=O)n1-c1ccc(C)cc1	0.7	-0.5	-19	-9	-0.1	0.8	9	0.7	32	5.4	-7
44	COc1ccc(C(=O)OCC2CC(c3ccccc3)=NO2)cc1OC (stereo not drawn)	1.1	0.0	9	-11	0.0	1.1	-3	1	-5	3.5	-20
45	O=C(Cn1cnc2cc([N+](=O)[O-])ccc2c1=O)Nc1ccc2c(c1)CCC2	1.1	0.2	4	.	-0.3	1.1	3	1.1	-10	0.8	11

# Continuation.
cpd	Structure	PMI act	DTT redox prof	G6PDH counter	S1P3 antagonist	Hsp70 act	PMI act hi M6P	Lmaj promast	Diaph act CS	Diaph inh CS	RAM inhibit	TLR4 MyD88 comp
46	Cn1c(C(=O)OC(C(=O)NC(C)(C)C)c2cccnc2)cc2sccc21 (stereo not drawn)	1	-1.0	8	-3	-0.1	1.1	95*	0.9	7	2.0	-3
47	CCOC(=O)c1cnn(-c2ncnc3sc4c(c23)CCC4)c1N	0.9	-0.7	-1	-5	0.1	0.9	3	0.8	16	3.3	-1
48	COc1ccc2[nH]c3c(NCCC4=CCCCC4)ncnc3c2c1	1	-0.1	5	22	0.3	0.9	100*	0.8	17	4.6	-8
49	CCOC(=O)C1CCN(C(=O)c2cccc(S(=O)(=O)Nc3ccc(C)cc3C)c2)CC1	0.9	-2.5	10	-9	-0.1	0.8	-3	0.8	18	-1.2	-5
50	Cc1ccc(CNC(=O)Cc2ccc(-n3cccc3)cc2)cc1	1.1	0.4	-4	-3	-0.3	1	0	1	3	3.1	16
51	Cc1cccc(NCc2nc3ccccc3n2C)c1	1	0.9	12	.	0.5	1	-1	1	-3	-0.6	-2

# 4 entries from above, in transposed form.
47	CCOC(=O)c1cnn(-c2ncnc3sc4c(c23)CCC4)c1N
51	Cc1cccc(NCc2nc3ccccc3n2C)c1
46	Cn1c(C(=O)OC(C(=O)NC(C)(C)C)c2cccnc2)cc2sccc21 (stereo not drawn)
48	COc1ccc2[nH]c3c(NCCC4=CCCCC4)ncnc3c2c1
compound no. | 47 | 51 | 46 | 48
PMI act | 0.9 | 1 | 1 | 1
DTT redox prof | -0.7 | 0.9 | -1.0 | -0.1
G6PDH counter | -1 | 12 | 8 | 5
S1P3 antagonist | -5 | . | -3 | 22
Hsp70 act | 0.1 | 0.5 | -0.1 | 0.3
PMI act hi M6P | 0.9 | 1 | 1.1 | 0.9
Lmaj promast | 3 | -1 | 95* | 100*
Diaph act CS | 0.8 | 1 | 0.9 | 0.8
Diaph inh CS | 16 | -3 | 7 | 17
RAM inhibit | 3.3 | -0.6 | 2.0 | 4.6
TLR4 MyD88 comp | -1 | -2 | -3 | -8

# Screens from PubChem.
